Assay outcomes deposited in PubChem BioAssay by several laboratories.
LMPTP block: LMPTP phosphatase inhibitors, primary screen, biochemical, fluorescence intensity, uHTS; Low molecular weight phosphotyrosine protein phosphatase (Homo sapiens), P24666; 360,000 compounds, 0.22% hits; inhibition, % at 20 µM; recombinant LMPTP-A, OMFP fluorogenic substrate;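 active means compounds that cut the enzyme signal by at least half of the control window in the single-dose screen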;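 further: plate controls were DMSO wells with enzyme plus substrate for no effect and substrate without enzyme for full effect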
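Test system: LMPTP-A phosphatase enzyme. Amount: LMPTP-A at 0.625 nM final in the reaction. Reagent: OMFP substrate, 400 µM final. Times: 50 min at room temperature. Signal: endpoint fluorescence intensity from OMFP dephosphorylation. Read-out basis: % inhibition. Benchmarks: no-enzyme and uninhibited controls.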
DNMT1 block: human DNMT1 methyltransferase inhibitors, primary screen, biochemical, molecular beacon, fluorescence, HinP1I cleavage, uHTS; DNA (cytosine-5)-methyltransferase 1 (Homo sapiens), P26358; inhibition (reported as % activation of signal), % at 10 µM; 360,000 compounds, 0.83% hits; in the data active means inhibition above about 50%
Target sequence (P26358 504-1616 limits assumed): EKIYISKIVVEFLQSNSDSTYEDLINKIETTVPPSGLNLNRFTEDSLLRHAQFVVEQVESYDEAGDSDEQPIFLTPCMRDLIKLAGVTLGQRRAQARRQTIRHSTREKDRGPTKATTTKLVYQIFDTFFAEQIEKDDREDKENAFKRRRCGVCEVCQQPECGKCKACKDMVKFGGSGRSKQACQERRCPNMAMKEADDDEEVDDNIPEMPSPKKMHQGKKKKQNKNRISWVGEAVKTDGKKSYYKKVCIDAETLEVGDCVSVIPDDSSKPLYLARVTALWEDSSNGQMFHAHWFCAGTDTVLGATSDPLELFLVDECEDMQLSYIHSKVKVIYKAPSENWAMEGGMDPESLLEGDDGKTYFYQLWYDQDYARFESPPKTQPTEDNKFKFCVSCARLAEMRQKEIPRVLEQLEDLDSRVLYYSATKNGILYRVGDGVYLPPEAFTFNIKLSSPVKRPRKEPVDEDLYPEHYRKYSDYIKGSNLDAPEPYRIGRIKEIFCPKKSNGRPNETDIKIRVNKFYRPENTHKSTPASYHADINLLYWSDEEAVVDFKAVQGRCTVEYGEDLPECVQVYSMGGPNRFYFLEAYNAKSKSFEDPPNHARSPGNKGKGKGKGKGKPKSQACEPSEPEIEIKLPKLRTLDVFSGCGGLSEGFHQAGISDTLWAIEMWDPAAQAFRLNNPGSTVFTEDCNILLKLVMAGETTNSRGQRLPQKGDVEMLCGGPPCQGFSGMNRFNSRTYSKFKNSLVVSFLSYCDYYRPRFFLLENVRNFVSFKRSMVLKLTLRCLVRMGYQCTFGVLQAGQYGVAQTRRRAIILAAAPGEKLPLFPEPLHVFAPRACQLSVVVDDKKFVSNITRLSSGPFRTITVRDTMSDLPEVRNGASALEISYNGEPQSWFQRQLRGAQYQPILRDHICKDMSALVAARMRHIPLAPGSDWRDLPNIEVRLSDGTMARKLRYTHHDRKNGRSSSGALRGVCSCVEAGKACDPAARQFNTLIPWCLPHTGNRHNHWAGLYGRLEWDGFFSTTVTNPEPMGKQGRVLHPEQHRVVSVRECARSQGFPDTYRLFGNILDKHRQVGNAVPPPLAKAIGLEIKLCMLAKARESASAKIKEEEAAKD
MsrA inh: bovine MsrA enzyme inhibitors, primary screen, biochemical, absorbance, HTS; Methionine sulfoxide reductase A (Bos taurus); purified bovine MsrA, absorbance read-out; inhibition, % at 15.5 µM; 360,000 compounds, 0.75% hits; AID 651718, 2012; in the data active means inhibition above about 4.5%;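 further: 0% = vehicle wells with enzyme and 100% = reference inhibitor wells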
STEP block: STEP phosphatase inhibitors, primary screen, biochemical, fluorescence intensity, uHTS; Tyrosine-protein phosphatase non-receptor type 5 (Homo sapiens), P54829; recombinant STEP, OMFP fluorogenic substrate; inhibition, % at 20 µM; 360,000 compounds, 0.25% hits; AID 588621, 2011;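 active means inhibition at 20 µM, scaled per plate between control wells, above about 37%, limit read from the data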;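 further: 0% = DMSO with enzyme and substrate and 100% = substrate only without enzyme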
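Assay system: isolated STEP enzyme. Buffer or medium: pH 6.0 Bis-Tris with DTT and Tween 20. Also added: fluorogenic phosphatase substrate OMFP at 25 µM final. Dosing: 20 µM, 1% DMSO. Timing: 20 min reaction, room temperature, in the dark. Measured by: fluorescence intensity, excitation 480 nm, emission 540 nm. Evaluation: normalized % inhibition.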
CendR NRP1 mod: modulators of CendR peptide binding to NRP-1, primary screen, biochemical, fluorescence polarization, uHTS | inhibition, % at 25 µM | Neuropilin-1 (Homo sapiens), O14786 | AID 602438, 2012 | 360,000 compounds, 0.85% hits | FAM-RPARPAR peptide binding to NRP-1;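 active means inhibition or corrected inhibition above about 18%, plus a signal ratio from 0.5 to 1.5, limit read from the data, passing the limit was not always enough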; further: strong numbers were not always called active
SUMO1 PPI mod: modulators of SUMO1 protein-protein interactions, primary screen, biochemical, uHTS | inhibition, % at 20 µM | SUMO1 binding to a labelled peptide, TR-FRET, 1 h | AID 602429, 2012 | 360,000 compounds, 0.33% hits; in the data active means inhibition above about 37%
bovine MsrA act: bovine MsrA enzyme activators, primary screen, biochemical, absorbance, HTS | Methionine sulfoxide reductase A (Bos taurus) | purified bovine MsrA, absorbance read-out | activation, % at 10.6 µM | 360,000 compounds, 0.3% hits | AID 602163, 2012; in the data active means activation above about 7.5%;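 further: 0% = vehicle and 100% = reference activator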
Scp1 inh: Scp-1 phosphatase inhibitors, primary screen, biochemical, colorimetric, uHTS. Carboxy-terminal domain RNA polymerase II polypeptide A small phosphatase 1 (Homo …. Recombinant Scp1, phosphopeptide, malachite green phosphate absorbance. inhibition, % at 20 µM. 340,000 compounds, 0.88% hits. AID 493091, 2011;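 active means inhibition above about 50% at 20 µM, limit read from the data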;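 further: plate controls were DMSO wells with enzyme for no effect and wells lacking enzyme for full effect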
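System: truncated SCP-1 phosphatase (76-261aa); medium: Tris acetate buffer pH 5.5 with MgCl2 and Tween-20; incubation: 45 min room-temperature reaction, 5 min colour, 30 min stabiliser; compound: single 20 µM dose, 1% DMSO; reagent: Phosphorylated 17-residue peptide substrate; read-out: % inhibition at 20 µM; technique: colorimetric free-phosphate detection, absorbance 630 nm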
E coli Lon inh: inhibitors of E. coli Lon protease, primary screen, biochemical, fluorescence polarization. P0A9M0. purified E. coli Lon protease. inhibition, % at 7.94 µM. 360,000 compounds, 0.42% hits; in the data active means inhibition above about 13%, passing the limit was not always enough;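 further: 0% = enzyme with probe and DMSO and 100% = no enzyme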
Tb MetRS inh: T. brucei MetRS inhibitors, primary screen, biochemical, luminescence; inhibition, % at 11.9 µM; methionyl-tRNA synthetase (Trypanosoma brucei brucei); 360,000 compounds, 0.4% hits; purified T. brucei MetRS, ATP depletion, Kinase-Glo luminescence;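 active means inhibition above a per-plate cutoff of the control wells' mean inhibition plus 3 SD, cut at about 5.5% in these data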;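 further: 0% = DMSO wells median and 100% = median of wells with control inhibitor compound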
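technique = Kinase-Glo luminescence, ATP depletion format | system = purified MetRS (methionyl-tRNA synthetase) enzyme from Trypanosoma brucei | timing = 15 min preincubation, 2 h reaction, all 25 °C | evaluation = percent inhibition versus plate control medians | dosing = single dose, 11.9 µM final nominal, 0.9% final DMSO | also added = substrates ATP, L-methionine and bulk Escherichia coli tRNA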
The depositor's hits bear a star; · = not tested or not shown. Rows are unselected, and some 4.3% of all compounds hit somewhere here.

Labels used below – A = LMPTP block; B = DNMT1 block; C = MsrA inh; D = STEP block; E = CendR NRP1 mod; F = SUMO1 PPI mod; G = bovine MsrA act; H = Scp1 inh; I = E coli Lon inh; J = Tb MetRS inh
CCc1c(O)nc(SCc2ccc(F)cc2)[nH]c1=O
  A: -0.8; B: -1.1; C: -0.7; D: -2.1; E: -4.1; F: 7.0; G: -2.3; H: -6.0; I: -11.7; J: 0.0
O=C(COc1ccccc1)NCC(=O)N1CCCC1
  A: -1.0; B: -0.4; C: -0.8; D: 0.4; E: 1.9; F: 3.5; G: -5.6; H: -2.0; I: 4.9; J: -0.8
Cc1nnc(SCc2nnc(-c3cccs3)o2)n1Cc1ccccc1
  A: -1.3; B: 0.0; C: -0.5; D: 4.9; E: 4.0; F: 29.9; G: -0.9; H: -3.5; I: 1.9; J: 1.0
c1ccc(N2CCN(c3nc4ccccc4[nH]3)CC2)nc1
  A: -1.2; B: 0.9; C: 0.5; D: 3.9; E: 8.4; F: -1.0; G: -6.2; H: -1.0; I: 0.7; J: 0.1
NS(=O)(=O)c1ccc(NC(=S)NCc2ccc3c(c2)OCO3)cc1
  A: 0.4; B: -4.5; C: 1.4; D: 6.8; E: 4.7; F: 2.2; G: -1.6; H: 14.3; I: 5.8; J: 2.1
O=C(O)/C=C/C(=O)Nc1ccccc1-c1ccccc1
  A: 1.0; B: 0.6; C: -0.1; D: -1.1; E: 2.7; F: -3.5; G: -11.8; H: 0.3; I: -10.9; J: -1.4
COc1cc(C(=O)OCC(=O)N2CCCCC2C)cc(NC(=O)c2cccs2)c1OC (stereo unspecified)
  A: 1.1; B: -0.2; C: -1.0; D: 0.3; E: 0.7; F: -5.1; G: -8.5; H: -6.9; I: 3.2; J: -0.5
CCN(CC)c1ccc(S(=O)(=O)N2CCOCC2)cc1NC(=O)CSc1n[nH]c(N)n1
  A: -0.3; B: 0.4; C: -0.3; D: -1.9; E: -1.1; F: -7.2; G: -0.5; H: 0.9; I: 4.9; J: 1.2
CCOc1ccc(S(=O)(=O)N/N=C\c2ccc3c(c2)OCO3)cc1
  A: 0.0; B: -0.8; C: -0.2; D: -2.3; E: -7.4; F: -10.8; G: -9.2; H: 3.5; I: 0.6; J: -0.6
O=C(CC1C(=O)NCCN1C(=O)Nc1ccc(C(F)(F)F)cc1)Nc1ccc(F)cc1 (stereo unspecified)
  A: 2.4; B: -4.0; C: -0.5; D: -3.1; E: 16.6; F: 5.2; G: -4.2; H: -7.0; I: 2.5; J: -0.7
Cc1c(NP(=O)(c2ccc(Br)cc2)c2ccc(Br)cc2)c(=O)n(-c2ccccc2)n1C
  A: -0.4; B: 12.9; C: 0.8; D: 1.5; E: 5.5; F: 0.1; G: -0.5; H: -1.4; I: 3.7; J: 0.4
COc1ccc(Cn2cc(CN3CC(N(C)C)CS3(=O)=O)nn2)cc1 (stereo unspecified)
  A: -1.8; B: ·; C: 0.8; D: ·; E: 12.1; F: -1.6; G: -8.2; H: ·; I: 8.2; J: -1.1
O=C(c1ccc2c3c(cccc13)CC2)C1CCCN(C(=O)c2ccc[n+]([O-])c2)C1 (stereo unspecified)
  A: -0.5; B: -5.4; C: 1.9; D: -0.1; E: -3.9; F: -24.3; G: -6.9; H: -10.6; I: -2.1; J: -0.7
CCC(c1nc2ccccc2c(=O)n1CCN1CCOCC1)N1C(=O)c2ccccc2C1=O (stereo unspecified)
  A: -0.4; B: -4.4; C: -0.6; D: -0.3; E: -2.8; F: 0.0; G: -1.5; H: -6.2; I: -2.4; J: -0.9
CNc1nc(Cl)nc(NC(C)(C)C)n1
  A: 0.6; B: 0.3; C: 0.7; D: 4.4; E: 0.8; F: 2.3; G: 0.3; H: 5.6; I: 10.2; J: -0.1
CCCCn1c(SCC(=O)Nc2cc(C)on2)nnc1-c1cccnc1
  A: -0.5; B: 1.2; C: -0.8; D: 0.3; E: 21.8*; F: -2.9; G: -3.5; H: -2.7; I: -0.1; J: 0.1
COc1ccc(S(=O)(=O)NCc2cccnc2)cc1C(=O)Nc1ccccc1
  A: 1.4; B: -1.7; C: -0.8; D: 0.8; E: 7.3; F: -5.7; G: -5.9; H: -4.8; I: -0.3; J: -0.4
CCCC(c1nnnn1Cc1ccccc1)N1CCN(c2ccccc2OC)CC1 (stereo unspecified)
  A: -2.3; B: 1.9; C: 0.3; D: 4.4; E: -3.5; F: -0.3; G: -1.2; H: -3.1; I: 4.2; J: -1.6
Cc1cccc(N(CC(=O)Nc2ccccc2-c2ccccc2)S(=O)(=O)c2ccccc2)c1C
  A: 3.3; B: -0.7; C: 0.4; D: 0.8; E: 6.8; F: -1.3; G: -6.2; H: -9.4; I: -2.4; J: -0.2
COc1ccc(CCn2c(C)cc(C(=O)CSc3nnnn3-c3ccccc3)c2C)cc1
  A: 2.7; B: 12.0; C: -0.1; D: -3.5; E: -5.5; F: -2.9; G: -1.7; H: 15.5; I: -6.3; J: -0.6
CC(C)(C)Cc1c(C2CCCCC2)nc2ccc(Br)cn12
  A: 2.1; B: 17.9; C: 0.6; D: -0.7; E: 2.0; F: -2.9; G: -1.8; H: ·; I: 3.4; J: 0.5
CC(=O)c1ccc(NC(=O)CNc2cc(S(=O)(=O)N3CCOCC3)ccc2N2CCCC2)cc1
  A: 0.6; B: -5.6; C: 1.8; D: -1.4; E: 11.8; F: -0.4; G: -4.1; H: -0.1; I: 2.2; J: -0.2
COc1ccc(/C=C/c2cc(C(F)(F)F)on2)cc1
  A: 10.6; B: 0.9; C: 0.3; D: 2.7; E: 5.4; F: -7.6; G: -9.3; H: -9.8; I: 10.4; J: -0.9
O=C(CSc1c2c(nc3cc(Cl)ccc13)CCCC2)NCCCN1CCOCC1
  A: 0.7; B: -2.0; C: 2.0; D: -6.0; E: -8.9; F: -10.7; G: -6.9; H: -3.4; I: 0.3; J: -0.3
COc1cccc(CN(CC(=O)NCc2ccc(F)cc2)C(=O)c2ccco2)c1
  A: 0.4; B: 1.8; C: -0.5; D: -0.1; E: 2.6; F: 2.4; G: -5.5; H: -7.1; I: 8.0; J: 0.6
CC(OC(=O)Cn1[nH]c(=O)c2ccccc2c1=O)C(=O)Nc1ccccc1[N+](=O)[O-] (stereo unspecified)
  A: -1.0; B: 0.6; C: 1.3; D: 0.5; E: -8.4; F: -30.6; G: -1.9; H: -6.8; I: 4.0; J: -0.3
CCN1C(=O)c2cccc3c(S(=O)(=O)Nc4ccccn4)ccc1c23
  A: -2.3; B: -0.4; C: 3.6; D: -0.5; E: -0.6; F: -15.0; G: -4.1; H: -2.9; I: 5.5; J: 0.1
CC[C@@]12C(=O)N(c3cccc(Br)c3)C(=O)N1[C@H](c1ccc(F)cc1)[C@@H]1C(=O)N(C3CCCCC3)C(=O)[C@@H]12
  A: 1.5; B: -7.5; C: 0.6; D: -5.8; E: 3.2; F: 6.8; G: -1.4; H: -14.2; I: -2.5; J: -0.2
COc1ccc(C(=O)/C=C/c2ccc(O)cc2)c2c1CC(O)C(C)(C)O2 (stereo unspecified)
  A: -0.7; B: -16.0; C: 2.3; D: 1.7; E: -21.1; F: -14.5; G: -4.3; H: -6.7; I: -30.9; J: -1.4
Cc1ccc(NC(=O)CSc2nc3c(c(=O)n(C)c(=O)n3C)n2C)cc1
  A: -0.5; B: 0.5; C: -0.1; D: -1.5; E: 3.0; F: 0.6; G: -5.9; H: -2.0; I: 6.6; J: -0.6
COC(=O)CCC(=O)NC(=S)Nc1ccc(S(=O)(=O)Nc2cc(C)on2)cc1
  A: -1.3; B: 1.5; C: -1.7; D: 0.5; E: 6.8; F: 2.3; G: -6.6; H: -4.7; I: -2.8; J: -0.2
C=C1C(=O)c2sccc2C(c2ccc(OC)c(OC)c2)C1COC(C)=O (stereo unspecified)
  A: 1.2; B: 1.0; C: 1.1; D: 0.6; E: -8.5; F: -7.9; G: -14.7; H: 7.1; I: 10.9; J: -0.3
Cc1ccc(Nc2ncnc3nc[nH]c23)cc1Cl
  A: 0.3; B: -0.1; C: 1.2; D: -4.3; E: 1.4; F: 8.1; G: -1.7; H: -12.9; I: -10.5; J: 0.1
COc1ccc(C(C)=O)cc1OCc1ccccc1
  A: -0.9; B: -3.2; C: -0.6; D: 0.3; E: 0.3; F: 4.8; G: -0.7; H: ·; I: 0.6; J: -0.2
COc1ccccc1CNC(=O)c1ccc(Br)o1
  A: -1.7; B: 11.4; C: 0.4; D: 1.8; E: 2.6; F: 2.2; G: -3.1; H: -5.8; I: -2.0; J: -0.3
Cc1nc2scc(C)n2c(=O)c1S(=O)(=O)N1CCN(c2cccc(C(F)(F)F)c2)CC1
  A: 1.0; B: 6.4; C: 0.4; D: 0.5; E: 4.9; F: -0.6; G: -1.9; H: -12.4; I: -0.5; J: 0.2
COc1cccc(N2CCN(C(=O)CN3C(=O)NC(C)(c4ccc5ccccc5c4)C3=O)CC2)c1 (stereo unspecified)
  A: 0.9; B: -8.8; C: 0.0; D: -1.0; E: 7.3; F: 5.2; G: -2.7; H: -2.8; I: 2.7; J: -0.5
CCCCNC(=O)C1CCCN(S(=O)(=O)c2c(C)noc2/C=C/c2cccs2)C1 (stereo unspecified)
  A: -0.3; B: -2.2; C: 2.6; D: -1.0; E: 2.4; F: -14.7; G: 3.4; H: -4.3; I: -1.6; J: -1.0

Looked up by structure from the list above (two):
Labels used below – A = LMPTP block; B = DNMT1 block; C = MsrA inh; D = STEP block; E = CendR NRP1 mod; F = SUMO1 PPI mod; G = bovine MsrA act; H = Scp1 inh; I = E coli Lon inh; J = Tb MetRS inh
CCCCNC(=O)C1CCCN(S(=O)(=O)c2c(C)noc2/C=C/c2cccs2)C1 (stereo unspecified)
  A: -0.3; B: -2.2; C: 2.6; D: -1.0; E: 2.4; F: -14.7; G: 3.4; H: -4.3; I: -1.6; J: -1.0
COC(=O)CCC(=O)NC(=S)Nc1ccc(S(=O)(=O)Nc2cc(C)on2)cc1
  A: -1.3; B: 1.5; C: -1.7; D: 0.5; E: 6.8; F: 2.3; G: -6.6; H: -4.7; I: -2.8; J: -0.2
